Source: PubChem (National Center for Advancing Translational Sciences (NCATS))
rTrxR1 inhibitor: inhibitors of rat thioredoxin reductase 1 | recombinant rTrxR1, NADPH fluorescence consumption, selenite substrate | Potency, µM (series often up to 114 µM), for the others: at the top dose activity change, negative = inhibition, actives largely listed as inhibitors | actives 1% (n = 390,000) | AID 588453; note: potency is the fitted concentration of half-maximal effect; % is set by controls: 0 for no effect and ±100 for the full control effect; nearly all actives have a fitted effect of over 65% in size
Target sequence (O89049 whole entry, looked up): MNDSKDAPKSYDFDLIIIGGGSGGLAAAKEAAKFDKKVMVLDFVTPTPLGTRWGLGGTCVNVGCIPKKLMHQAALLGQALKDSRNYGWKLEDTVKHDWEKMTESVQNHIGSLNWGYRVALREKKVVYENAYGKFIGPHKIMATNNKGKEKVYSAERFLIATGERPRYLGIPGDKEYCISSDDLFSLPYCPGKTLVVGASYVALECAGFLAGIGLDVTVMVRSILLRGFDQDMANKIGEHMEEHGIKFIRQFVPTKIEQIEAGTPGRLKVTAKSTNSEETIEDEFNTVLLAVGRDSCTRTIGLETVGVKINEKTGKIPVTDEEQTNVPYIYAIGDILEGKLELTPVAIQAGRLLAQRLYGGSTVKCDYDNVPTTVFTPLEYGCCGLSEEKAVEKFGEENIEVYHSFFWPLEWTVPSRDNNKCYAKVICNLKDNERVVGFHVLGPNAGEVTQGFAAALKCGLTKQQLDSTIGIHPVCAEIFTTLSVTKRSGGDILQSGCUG
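Rat TrxR1 (90 nM in the dispensed reagent) was pre-reduced with 400 uM NADPH for 5 min at room temperature, then incubated with compound for 15 min. After 400 uM selenite was added, NADPH fluorescence (Ex 340/Em 450 nm) was followed for 8 min.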
D2 ag: D2 dopamine receptor (human) agonism. P14416. HEK293 T-REx D2 cells, calcium flux agonist mode. activation, % at 2 µM. actives 0.53% (n = 340,000);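 active = activation over 3 SD above normal in the single-dose calcium agonist read, cut at about 30% in these data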; note: 0% is about no effect
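Tetracycline-induced HEK293 T-REx cells with force-coupled D2 receptor, plated overnight at 30 C, loaded with no-wash calcium dye. After a 10 s baseline, compound was pin-added and calcium flux read kinetically for 180 s; calcium rises flagged agonists.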
TRHR ag: agonists of human TRH receptor | P34981 | TRHR cells, calcium flux fluo-8, FDSS agonist mode | activation, % at 2 µM | actives 0.18% (n = 360,000); in the data active = activation above about 30%; note: 0% is about no effect
Target sequence (P34981 whole entry, looked up): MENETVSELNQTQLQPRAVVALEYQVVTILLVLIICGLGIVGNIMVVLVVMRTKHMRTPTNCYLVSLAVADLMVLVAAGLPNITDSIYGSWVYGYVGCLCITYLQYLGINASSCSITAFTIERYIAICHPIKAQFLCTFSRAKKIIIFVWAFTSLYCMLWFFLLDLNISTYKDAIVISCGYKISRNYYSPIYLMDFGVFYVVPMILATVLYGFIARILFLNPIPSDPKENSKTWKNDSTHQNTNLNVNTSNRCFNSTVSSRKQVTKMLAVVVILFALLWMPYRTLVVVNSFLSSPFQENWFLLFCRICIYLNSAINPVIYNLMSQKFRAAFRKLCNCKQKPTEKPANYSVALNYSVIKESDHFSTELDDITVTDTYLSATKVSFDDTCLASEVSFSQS
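Steps: seed TRHR cells overnight; add fluo-8 no-wash Ca dye, RT 30 min–1.5 h; record 10 s baseline; pin-transfer compounds; monitor fluorescence 1 cycle/s for the agonist window. Calcium increases flag candidate agonists.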
D2 antagonist: antagonists of human D2 dopamine receptor | P14416 | HEK293 TREx D2 cells, calcium flux, dopamine EC80 | inhibition, % at 10 µM | actives 2% (n = 340,000); in the data active = inhibition above about 30%; note: 0% is about no effect
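Compounds are added to dye-loaded, induced HEK293 T-REx cells coupled to calcium release via D2; after a 3 min kinetic read an EC80 dopamine stimulus is given and fluorescence is recorded for 3 more min.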
USP1 inh: blocks the human USP1/UAF1 deubiquitinase complex; actives 0.23% (n = 390,000); recombinant USP1/UAF1, Ub-Rhodamine cleavage fluorescence; O94782; Potency, µM (top dose mostly 57.1 µM), for the others: top-dose activity change, negative = inhibition, actives largely listed as inhibitors; note: potency is the fitted concentration of half-maximal effect; % is set by controls: 0 for no effect and ±100 for the full control effect; nearly all actives have a fitted effect of over 60% in size; inactives centre near -12
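In this screen, compounds sit with the deubiquitinase complex (1nM) for 15 min at room temperature before Ub-Rho is added at 150nM final. Fluorescence rise is then followed for 6 reads every 60 seconds.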
TRHR enhancer: allosterically enhances the human TRH receptor; enhancement, % at 2 µM; TRHR cells, fluo-8 calcium fluorescence, EC20 TRH enhancement; P34981; AID 493056; actives 0.66% (n = 360,000); in the data active = enhancement above about 30%; note: 0% is about no effect
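Enhancer read-out: after compound pinning and an initial kinetic agonist-mode read, an EC20 of TRH (10 nM final) was injected and fluo-8 calcium signal (Ex 480/Em 530) followed at 1 s/cycle for 100 cycles in TRHR-expressing cells.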
mIDH1 inhibitor: blocks human mutant IDH1 R132H enzyme. Potency, µM (series often up to 76.6 µM), inactives show at the highest dose activity change, negative = inhibition, usual class: inhibitors. O75874. IDH1-R132H enzyme, NADPH consumption, diaphorase/resazurin fluorescence. actives 0.093% (n = 390,000); note: potency is the fitted concentration of half-maximal effect; % is set by controls: 0 for no effect and ±100 for the full control effect; nearly all actives have a fitted effect of over 65% in size
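IDH1-R132H (0.5 ug/mL dispensed) in pH 7.5 Tris buffer was preincubated 30 min with compound, then given a substrate mix of 0.016 mM NADPH and 2 mM alpha-KG for 80 min at room temperature; remaining NADPH was read by diaphorase/resazurin fluorescence.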
PI4K2A block: blocks human PI4K2A kinase activity; Q9BTU6; purified PI4K2A, ADP-Glo luminescence, 1 h; stronger effect = lower value; activity change, negative = inhibition, % at 76.9 µM; actives 0.13% (n = 420,000); in the data active = activity change below about -50%; inconclusive = mostly about -30% to -49%;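 note: -100% = wells without enzyme as full effect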
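PI4K2A activity was measured by ADP-Glo luminescence: enzyme (4 ug/mL stock) and phosphatidylinositol (1.2 mM stock) in Tris pH 7.5/MgCl2/EGTA/Triton X-100 buffer were reacted with ATP (300 microM stock) for one hour at ambient temperature.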
TrxR1 substrate: substrates of rat thioredoxin reductase 1. purified TrxR1 substrate turnover, NADPH consumption readout. Potency, µM (series often up to 114 µM), for the others: at the top dose activity change, negative = substrate turnover. actives 0.01% (n = 390,000). AID 588456; note: potency is the fitted concentration of half-maximal effect; % is set by controls: 0 for no effect and ±100 for the full control effect; nearly all actives have a fitted effect of over 50% in size
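Rat TrxR1, dispensed at 90 nM, was prereduced with 400 uM NADPH (final) for 5 min at ~22 deg C, then incubated with compound 15 min before 400 uM selenite. A first-read NADPH fluorescence drop versus no-compound background flagged substrates.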
The depositor's hits bear a star; ? = inconclusive; nt = not tested or not shown; & = joins results of further samples; [ ] = remark or other dose. Unless noted, calls come from the whole dose curve; as a rule, active = well fitted inhibition curve with a large enough effect; inconclusive = small, poorly fitted or top-dose-only effect; inactive = no such curve, though single readings can be large or run the other way. The order is random; 3.9% or so of the library scored in one or more.

SMILES | rTrxR1 inhibitor | D2 ag | TRHR ag | D2 antagonist | USP1 inh | TRHR enhancer | mIDH1 inhibitor | PI4K2A block | TrxR1 substrate
Cc1ccc(-n2cc(C(=O)c3ccc(F)cc3)nn2)cc1Cl | 7%[57.1 µM] | -0.8 | 0.2 | -9 | -10% | 2 | 1% | -1 | -3%
Cc1nc2cc(NS(=O)(=O)c3ccc(Br)cc3)ccc2n1C | 15% | 0.8 | -0.1 | -27 | -13% | 3 | 8% | 6 | -2%
CN(C#N)c1nccc(-c2cccs2)n1 | 4% | -0.7 | -1.0 | -9 | -12% | -2 | 0% | -3 | 24%
CCCCOc1ccc(C(=O)Nc2ccc(C)cc2[N+](=O)[O-])cc1 | 8% | 0.7 | 0.9 | 24 | -14% | 1 | 3% | 1 | 1%
NC(=O)c1cc2ccccc2o/c1=N/NC(=O)c1cccs1 | 8% | -0.2 | -1.6 | 9 | -25% | -9 | -4% | 2 | -4%
CCC(CC)C(=O)Nc1cccc(-c2ccc3nncn3n2)c1 | 11% | -0.2 | 4.9 | -10 | -26% | 31* | -6% | 0 | -2%
Cn1c(=O)c2c(nc(CN3CCN(c4ccccc4)CC3)n2Cc2c(F)cccc2Cl)n(C)c1=O | 28% | -0.7 | 0.4 | 10 | -17% | -2 | 4% | 0 | 4%
CCNC(=S)N/N=C/c1ccc(F)cc1 | nt | -0.4 | -0.5 | 4 | nt | -4 | nt | nt | nt
CCOc1ccc(S(=O)(=O)NCCC(=O)OCC(=O)c2ccc[nH]2)cc1 | 17%[57.1 µM] | -0.7 | 1.9 | 0 | ? | -2 | 2% | -4 | -18%[57.1 µM]
COC(=O)C1(Cc2cc(-c3ccccc3)no2)CCN(C(=O)OC(C)(C)C)CC1 | -3% | -0.5 | -0.7 | 2 | -23% | 5 | 26% | 3 | -3%
COc1ccc(C(=O)Nn2c(CCC(=O)O)ccc2-c2ccc(C)cc2)cc1OC | 12%[57.1 µM] | 0.8 | -0.4 | 4 | -18% | 5 | 2% | -3 | -10%
O=C(Nc1cccc(S(=O)(=O)NC2=NCCCCC2)c1)c1cc(-c2ccco2)nc2ccccc12 | 50µM* | 0.4 | 0.0 | 0 | -25% | 0 | 5% | ? | 13%
CC(C)Oc1ccc(N2C(=O)c3ccccc3C2=O)cc1 | 23%[57.1 µM] | 0.4 | 0.1 | -11 | -5% | 10 | 3% | -4 | 9%[57.1 µM]
CS(=O)(=O)c1ccc(Cl)c(NC(=O)COC(=O)CCN2C(=O)C3CC=CCC3C2=O)c1 (stereo unspecified) | 31% | nt | nt | nt | -19% | nt | 1% | 3 | 4%
Cc1ccc2nc(N3CCC(C(=O)O)CC3)nc(-c3ccccc3)c2c1 | -25% | 0.6 | 0.3 | 5 | -20% | 4 | 6% | -6 | 10%
NNc1nc(-c2ccccc2)c2cc(Br)ccc2n1 | 8% | 1.8 | -0.1 | -2 | -29% | 26 | 0% | 5 | 0%
CCOC(=O)C1(CC2CC2)CCN(Cc2ccc(OC)cc2F)CC1 | 12%[57.1 µM] | 0.0 | -0.7 | -3 | -11% | 5 | 7% | -2 | 8%[57.1 µM]
COC(=O)c1ccc(C(=O)OC)c(NC(=O)COC(=O)CCOc2ccc(C)cc2)c1 | 33% | 1.3 | 0.5 | 2 | 0% | -6 | 0% | 5 | 22%
COc1ccc(/C=N/NC(=O)CSCC(=O)Nc2ccccc2)cc1OC | 1% | 0.6 | 0.5 | -23 | -2% | 6 | -3% | -4 | -2%
O=C(NC1CC1)C1CCC(=O)N1C1CCCC1 (stereo unspecified) | 15% | 1.6 | 0.6 | -17 | 3% | 5 | 0% | 4 | 6%
Cc1ccc(CSc2nnc(SCC(=O)N/N=C/c3ccc(C(=O)O)cc3)s2)cc1 | 2% | 0.1 | 0.4 | 13 | -20% | -6 | 0% | -2 | -3%
COc1ccccc1C(=O)NC(=O)COC(=O)CCOc1ccc(C)cc1 | -8% | -0.7 | 0.3 | 12 | -7% | 6 | 12% | -6 | -14%
O=[N+]([O-])c1ccc(-c2csc(N/N=C/c3cccnc3)n2)cc1 | 0%[57.1 µM] | 0.0 | 0.3 | 3 | -11% | 13 | 11% | 3 | -4%[57.1 µM]
CCOCCCNCC(=O)Nc1ccc(OC(F)(F)F)cc1 | ? | -3.3 | 1.4 | 12 | -5% | -3 | -2% | -2 | 4%
CC(C)(C)N(NC(=O)OCc1ccccc1)C(=O)c1ccccc1 | 3%[57.1 µM] | -0.5 | -0.3 | -3 | -17% | 1 | 5% | -5 | 8%[57.1 µM]

Part of the list above in order of formula weight, lowest first.
SMILES | rTrxR1 inhibitor | D2 ag | TRHR ag | D2 antagonist | USP1 inh | TRHR enhancer | mIDH1 inhibitor | PI4K2A block | TrxR1 substrate
CN(C#N)c1nccc(-c2cccs2)n1 | 4% | -0.7 | -1.0 | -9 | -12% | -2 | 0% | -3 | 24%
CC(C)(C)N(NC(=O)OCc1ccccc1)C(=O)c1ccccc1 | 3%[57.1 µM] | -0.5 | -0.3 | -3 | -17% | 1 | 5% | -5 | 8%[57.1 µM]
Cn1c(=O)c2c(nc(CN3CCN(c4ccccc4)CC3)n2Cc2c(F)cccc2Cl)n(C)c1=O | 28% | -0.7 | 0.4 | 10 | -17% | -2 | 4% | 0 | 4%

Additional records follow:
SMILES | rTrxR1 inhibitor | D2 ag | TRHR ag | D2 antagonist | USP1 inh | TRHR enhancer | mIDH1 inhibitor | PI4K2A block | TrxR1 substrate
COc1ccc(CNC(=O)c2cc(-n3cnnc3)ccc2Cl)cc1 | -2% | 0.3 | 0.7 | 5 | -8% | -3 | 4% | 0 | -5%
O=C(Cc1ccccc1)N/N=C/c1cccc([N+](=O)[O-])c1 | 6%[57.1 µM] | -0.8 | 0.0 | 20 | -10% | -6 | 7% | 2 | 1%[57.1 µM]
CC(=O)Nc1ccc(S(=O)(=O)NCC(=O)OCC(=O)NC(=O)C2CCCCC2)cc1 | -4% | 0.7 | 0.4 | 9 | -8% | -3 | 1% | 2 | -2%
COCCN(C(=O)CSc1nc2ccc(C)cc2[nH]1)c1c(N)n(Cc2ccccc2)c(=O)[nH]c1=O | 0% | -0.1 | 0.7 | 13 | -15% | -5 | 5% | 1 | 1%
Fc1ccc(NC(=S)NCCc2ccccn2)cc1 | 3%[57.1 µM] | 1.7 | 0.6 | 2 | -3% | -7 | -1% | 1 | 7%[57.1 µM]
Cc1onc(-c2ccccc2Cl)c1C(=O)Nc1ccc(Cl)cn1 | 32% | -0.7 | -1.0 | 8 | -18% | 31* | 10% | 0 | -1%
O=c1c2c(ncn2C2CCCC2)n(Cc2ccccc2)c(=O)n1CCOc1ccccc1 | -3% | 1.0 | 0.6 | 7 | -19% | -3 | 3% | 1 | -5%
CCOc1cc(N2CCOCC2)c(OCC)cc1NC(=O)c1ccccc1 | 27%[57.1 µM] | -0.4 | -0.2 | 3 | -16% | 3 | 2% | -1 | 3%[57.1 µM]
c1ccc(CNc2ncnc3nc[nH]c23)nc1 | 13%&9% | 0.2 | 0.1 | 2 | -16% | 7 | 4% | -1 | 6%&5%
COc1cc(OC)cc(C(=O)NC(C(=O)N2CCC2)C(C)C)c1 (stereo unspecified) | 12% | nt | nt | nt | 6% | nt | 1% | 3 | 2%
CC(NC(=O)c1ccccc1N)c1ccccc1 (stereo unspecified) | 15% | 2.0 | 0.2 | 5 | -18% | -4 | 3% | 3 | 135%
Clc1ccc2nc(N3CCNCC3)nc(-c3ccccc3)c2c1 | -19% | 1.4 | -0.3 | 5 | -9% | 9 | 5% | 3 | 37%[activator]
COC(=O)c1sccc1NC(=O)CSCCc1ccccn1 | 27% | -0.4 | -0.6 | -5 | -16% | -5 | 0% | 5 | 6%
COc1cccc(C2C(C#N)=C(N)Oc3cc(N)ccc32)c1OC (stereo unspecified) | -14% | 0.3 | 0.3 | 17 | -10% | 2 | -4% | -3 | 9%
COc1ccc(CNC(=O)COC(=O)c2[nH]c(C)c(C(C)=O)c2C)cc1OC | 6% | 0.1 | 1.0 | 10 | -10% | 2 | -4% | -4 | -7%
Cc1nn(-c2ccccc2)c(C)c1/C=N/NC(=O)c1cccs1 | -23% | -0.7 | -0.6 | 1 | -2% | 13 | 2% | 1 | -8%
CCOc1ccc(S(=O)(=O)NCCC(=O)Nc2nnc(C)s2)cc1 | -4%[57.1 µM] | nt | 0.1 | nt | -6% | 0 | -8% | 3 | 0%[57.1 µM]
O=C(Cc1ccccc1)Nc1ccccc1Oc1ccccc1 | 14% | -0.3 | 0.0 | -16 | -4% | 3 | 1% | 4 | -4%
CCCc1nc2c(sc3nc4c(cc32)COC(C)(C)C4)c(=O)n1CCN(C)C | 25% | 0.9 | 0.4 | 4 | -20% | 7 | 8% | 20 | 11%[57.1 µM]
O=C(CC1C(=O)NCCN1CCCc1ccccc1)NCCc1ccccc1F (stereo unspecified) | 27% | -2.5 | -0.8 | 9 | -16% | -6 | 5% | -1 | 14%

Laid out differently: entries from further up
O=C(Cc1ccccc1)Nc1ccccc1Oc1ccccc1
  rTrxR1 inhibitor: 14%; D2 ag: -0.3; TRHR ag: 0.0; D2 antagonist: -16; USP1 inh: -4%; TRHR enhancer: 3; mIDH1 inhibitor: 1%; PI4K2A block: 4; TrxR1 substrate: -4%

COc1ccc(CNC(=O)COC(=O)c2[nH]c(C)c(C(C)=O)c2C)cc1OC
  rTrxR1 inhibitor: 6%; D2 ag: 0.1; TRHR ag: 1.0; D2 antagonist: 10; USP1 inh: -10%; TRHR enhancer: 2; mIDH1 inhibitor: -4%; PI4K2A block: -4; TrxR1 substrate: -7%
